Source: PubChem BioAssay
MITF TRPM1 HTS – increases MITF-driven TRPM1 promoter luciferase signal. SK-MEL-5 TRPM1-promoter luciferase, 24 h; % of positive control, neutral wells = 0. activation, % at 12.5 µM. 300,000 compounds, 0.75% hits. AID 588334;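 active = mean activation of at least 80% with every replicate also reaching 80%; inconclusive = mean reaches 80% but some replicate falls short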;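 also: 0% = neutral control wells and 100% = parthenolide positive control wells; values of inactives mirror those of a sister screen read the other way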
PvdQ inh – P. aeruginosa PvdQ acylase inhibition; purified PvdQ acylase, fluorescence plate reader; inhibition, % at 10 µM; 340,000 compounds, 0.063% hits; AID 488965; in the data active = inhibition above about 30%, passing the limit was not always enough; inconclusive = no clear call, values can overlap the other calls;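 also: 0% = vehicle neutral wells and 100% = reference inhibitor wells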
Rtt109 Vps75 – inhibitors of Candida albicans Rtt109/Vps75 histone acetyltransferase. purified Rtt109/Vps75, ThioGlo CoA-SH fluorescence, 4 h. Q5AAJ8. inhibition, % at 34.9 µM. 330,000 compounds, 0.16% hits;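 active = inhibition of at least 50% in every replicate; inconclusive = best replicate reaches 50% inhibition but some replicates fall short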
Wnt act – activates Wnt/beta-catenin signaling in a reporter cell assay; 300,000 compounds, 1.2% hits; activation, % at 9.35 µM; activator, plate reader; in the data active = activation above about 30%, passing the limit was not always enough; inconclusive = no clear call, values can overlap the other calls;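 also: 0% = neutral control wells and 100% = positive control wells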
HTR5A ag ctr – HTR5A agonism, opioid heterodimer counter-screen | activation, % at 9.3 µM | HTR5A agonist assay, luminescence, cell-based | 340,000 compounds, 0.61% hits | P47898 | AID 504692; in the data active = activation mostly above about 9.5%, no sharp cut-off; inactive = mostly below about 7.6%;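 also: 0% = cells with vehicle only and 100% = reference agonist; strong numbers were not always called active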
Target sequence (P47898 whole entry, looked up): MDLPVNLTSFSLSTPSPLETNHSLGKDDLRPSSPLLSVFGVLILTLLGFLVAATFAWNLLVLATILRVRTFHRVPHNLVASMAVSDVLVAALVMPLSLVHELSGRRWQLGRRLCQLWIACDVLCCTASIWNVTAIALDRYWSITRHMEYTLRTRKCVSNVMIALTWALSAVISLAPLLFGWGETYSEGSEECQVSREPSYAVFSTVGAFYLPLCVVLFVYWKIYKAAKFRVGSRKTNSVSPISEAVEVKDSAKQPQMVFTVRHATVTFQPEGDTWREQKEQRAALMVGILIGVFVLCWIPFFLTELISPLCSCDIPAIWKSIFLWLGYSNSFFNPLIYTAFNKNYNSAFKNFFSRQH
SR-BI HDL uptake – blocks mouse SR-BI lipid uptake from DiI-HDL; ldlA[mSR-BI] CHO cells, DiI-HDL uptake fluorescence, 3 h; 320,000 compounds, 0.96% hits; Q61009; inhibition, % at 12.5 µM;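 active = mean replicate inhibition of at least 70% and a set share of replicates each scoring 70 or more; inconclusive = meets just one of the two criteria; inactive = fails both criteria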;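 also: 0% = median of neutral control wells and 100% = median of positive control wells; values of inactives mirror those of a sister screen read the other way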
Target sequence (Q61009 whole entry, looked up): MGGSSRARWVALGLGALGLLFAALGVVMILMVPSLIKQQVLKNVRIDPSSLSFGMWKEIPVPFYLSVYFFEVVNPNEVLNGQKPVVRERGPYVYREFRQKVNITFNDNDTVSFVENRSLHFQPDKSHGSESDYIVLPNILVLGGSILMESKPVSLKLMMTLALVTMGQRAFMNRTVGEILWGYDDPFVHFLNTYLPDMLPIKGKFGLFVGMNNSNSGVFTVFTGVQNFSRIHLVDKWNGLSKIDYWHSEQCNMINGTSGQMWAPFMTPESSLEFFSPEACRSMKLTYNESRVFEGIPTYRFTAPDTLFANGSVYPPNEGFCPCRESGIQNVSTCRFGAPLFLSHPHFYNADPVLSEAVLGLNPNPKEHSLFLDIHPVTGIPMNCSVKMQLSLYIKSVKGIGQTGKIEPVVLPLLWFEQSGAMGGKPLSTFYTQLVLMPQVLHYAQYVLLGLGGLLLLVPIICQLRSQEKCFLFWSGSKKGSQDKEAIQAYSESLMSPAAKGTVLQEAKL
RTF Ca sens act – cardiac RTF calcium sensitization; activation, % at 7.2 µM; 340,000 compounds, 0.24% hits; AID 493008; IANBD-labeled TnC RTF fluorescence at EC20 calcium; 0% EC20 calcium, 100% full calcium; P19429+P45379;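 active = activation above the mean over all tested compounds plus 3 SD, cut at about 30% in these data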;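 also: rise in fluorescence read as greater calcium sensitivity of cardiac thin filaments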
dFosB act – mouse delta FosB homodimer activation. purified delta FosB, TAMRA-CDK5 oligo fluorescence polarization; percent of positive-control signal above neutral wells. activation, % at 25 µM. 340,000 compounds, 0.99% hits;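 active = mean activation above about 17%, with every replicate also reaching it, limit read from the data, passing the limit was not always enough; inconclusive = only one of the two conditions met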;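 also: fluorescence polarization rise as delta FosB binds a TAMRA Cdk5 AP-1 oligo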
CDK5 p35 inh – CDK5/p35 (human) kinase inhibition | Q00535+Q15078 | Recombinant CDK5/p35, ADP-Glo luminescence, 60 min | inhibition, % at 10 µM | 330,000 compounds, 0.01% hits;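 active = highest replicate inhibition of at least 50% and at least 75% of replicates reaching 50%; inconclusive = only one of the two criteria met; inactive = both criteria failed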;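 also: plate controls were DMSO neutral control for no effect and GW8510 at 10 µM for full effect; many of its hits are not listed in these tables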
SR-BI uptake up – SR-BI HDL lipid transfer activation; CHO ldlA[mSR-BI] cells, DiI-HDL uptake fluorescence, 3 h; 100 = double the neutral-control signal; activation, % at 12.5 µM; 320,000 compounds, 0.096% hits;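 active = mean replicate activation of at least 60% and every replicate at or above 60%; inconclusive = mean or all-replicate condition met, but not both; inactive = mean below 60% and not all replicates reaching 60%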;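 also: 0% = median plate neutral-control signal and 100% = twice that signal; values of inactives mirror those of a sister screen read the other way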
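Material: SR-BI-overexpressing, LDLR-lacking CHO cells; schedule: compound exposure 3 h, 37 °C; reagent: DiI-labelled HDL at 10 µg/mL final; technique: bottom-read fluorescence, 550/595 nm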
* marks the source's active call; other numbers are inactive results; ? = inconclusive; nt = no result given.

SMILES	MITF TRPM1 HTS	PvdQ inh	Rtt109 Vps75	Wnt act	HTR5A ag ctr	SR-BI HDL uptake	RTF Ca sens act	dFosB act	CDK5 p35 inh	SR-BI uptake up
CCOc1ccccc1N(CC(=O)N(C)Cc1ccccc1)S(=O)(=O)c1ccccc1	6	-13	3	-2	4	11	-7	-7	1.0	-11
CS(=O)(=O)n1nc(NCc2cccs2)nc1NCc1cccs1	-4	-2	1	0	-1	13	-3	1	-0.4	-13
Cc1nc(-c2ccccc2)cn2c1nc1ccccc12	-1	-16	-19	9	-2	11	0	-17	-1.1	-11
CCC(C)(C)NC(=O)C(c1cccc(OC)c1OC)N(Cc1ccc(OC)cc1)C(=O)CCC(=O)Nc1cc(C)on1 (stereo not drawn)	-18	-11	3	-1	-2	nt	3	-21	-1.8	nt
COc1cc(/C=c2\s/c(=C\C(=O)C(C)(C)C)[nH]c2=O)cc(OC)c1OC	11	-1	4	-2	-4	16	-1	-5	-0.2	-16
COc1ccc(/C=N/NC(=O)c2cccc(OC(F)(F)C(F)F)c2)c(OC)c1OC	-12	-4	8	16	4	64	-2	-19	nt	-64
Cc1nc(Nc2ccc(O)cc2)c2c3c(sc2n1)CCCC3	-15	-1	-8	7	5	26	1	-8	0.0	-26
CCC(C)c1ccc(NC(=O)COC(=O)CCNS(=O)(=O)c2cccs2)cc1 (stereo not drawn)	14	-14	-5	0	-2	1	-1	-13	-4.0	-1
CCOC(=O)C1=C(COC(=O)/C=C/c2cc(OC)c(OC)c(OC)c2)NC(=O)NC1C (stereo not drawn)	-6	-4	-2	3	3	81*	-3	-6	-0.3	-81
O=c1[nH]c(C2CCN(S(=O)(=O)c3cccc(Cl)c3)CC2)nc2c1nnn2Cc1ccccc1	18	-4	17	-2	-1	nt	2	-16	0.3	nt
O=C1c2ccc([N+](=O)[O-])cc2C(=O)N1c1ccc(Cl)cn1	1	-6	-3	-2	-4	-11	1	-1	-1.4	11
COc1ccccc1N1CCN(S(=O)(=O)c2ccc(-n3cnnn3)c(C)c2)CC1	-2	-14	-7	nt	1	-14	-6	-3	0.0	14
CCN(Cc1nc2ccccc2c(=O)[nH]1)C(=O)CN1C(=O)NC2(CCCCC2C)C1=O (stereo not drawn)	0	-7	-3	-1	-10	-11	-2	-3	-0.9	11
Cc1c(NC(=O)CN(c2ccc(F)cc2)S(=O)(=O)c2ccccc2)c(=O)n(-c2ccccc2)n1C	10	-6	3	2	2	-15	-2	-14	-1.5	15
CC[C@H](C)[C@H]1CNC(=O)C(=O)N1CC1CCN(CC2CCC(C)CC2)CC1 (stereo partly drawn)	12	13	-11	-2	0	-56	-5	-5	-3.4	56
CC1(C)OC(=O)C(=CNc2cccc(O)c2)C(=O)O1	-2	-9	6	-2	-2	nt	1	0	0.3	nt
Cc1ccc(S(N)(=O)=O)cc1	-1	5	9	-1	1	-15	-3	8	-1.6	15
CO[C@H]1O[C@H](C)[C@@H](O)C[C@H]1NC(=O)OCc1ccccc1	nt	-16	-2	1	1	-1	4	-1	1.5	1
O=C(NCCc1nnc2ccc(N3CCCC3)nn12)c1ccccc1	-5	-5	4	-1	1	-19	-1	2	-0.4	19
Cc1ccc(NC(=O)c2nc[nH]c2C(=O)N2CCN(c3ccccc3)CC2)cc1	9	-9	-4	-5	-3	10	-1	2	1.1	-10

3 entries picked at random from the list so far, as already listed:
SMILES	MITF TRPM1 HTS	PvdQ inh	Rtt109 Vps75	Wnt act	HTR5A ag ctr	SR-BI HDL uptake	RTF Ca sens act	dFosB act	CDK5 p35 inh	SR-BI uptake up
O=C(NCCc1nnc2ccc(N3CCCC3)nn12)c1ccccc1	-5	-5	4	-1	1	-19	-1	2	-0.4	19
CC1(C)OC(=O)C(=CNc2cccc(O)c2)C(=O)O1	-2	-9	6	-2	-2	nt	1	0	0.3	nt
CCOc1ccccc1N(CC(=O)N(C)Cc1ccccc1)S(=O)(=O)c1ccccc1	6	-13	3	-2	4	11	-7	-7	1.0	-11

Next part:
SMILES	MITF TRPM1 HTS	PvdQ inh	Rtt109 Vps75	Wnt act	HTR5A ag ctr	SR-BI HDL uptake	RTF Ca sens act	dFosB act	CDK5 p35 inh	SR-BI uptake up
COc1ccc(S(=O)(=O)Nc2nncs2)cc1	nt	-2	nt	-1	-2	-9	3	4	-0.2	9
CC1Cc2ccccc2N1C(=O)CN(C)CC(=O)Nc1cccc(F)c1 (stereo not drawn)	-4	4	-1	-1	-1	9	-6	-9	0.9	-9
Cc1ccc(N(C(=O)c2csnn2)C(C(=O)NC2CCCC2)c2cccnc2)cc1 (stereo not drawn)	3	-6	1	-1	8	-26	-2	1	-0.2	26
CC1Cc2ccccc2N1C(=O)CSc1nc2ccccc2s1 (stereo not drawn)	-5	-6	1	11	-2	9	-3	-6	1.6	-9
C[C@H](NC(=O)COc1ccccc1)C(=O)OCC(=O)c1cc2ccccc2o1	-7	-13	3	-4	-8	nt	3	-10	1.0	nt
CC(=O)N(\C=C/C=C/C=C1\Sc2ccccc2C1=O)c1ccccc1	-64	-1	-3	3	-1	41	8	9	0.5	-41
COC(=O)c1ccc(Cn2nc(-c3ccccc3)ccc2=O)cc1	2	9	4	-1	7	-7	1	-12	-0.3	7
COC(=O)CSc1nnc(-c2ccncc2)n1N	1	-10	-16	nt	7	2	-1	-3	0.7	-2
c1csc(CNCCCN2CCOCC2)c1	-1	-7	0	nt	-4	-17	0	-3	2.0	17
Oc1cccc(/C=N/Nc2cc(N3CCOCC3)nc(N3CCOCC3)n2)c1	21	-2	11	6	-3	nt	-4	-1	-1.0	nt
COC(=O)c1ccc(COC(=O)C(CCSC)NC(=O)COc2ccccc2)cc1 (stereo not drawn)	-1	-6	-10	0	1	-7	1	-5	-1.3	7
Cc1ccc2nc(/C(C#N)=C\c3ccc([N+](=O)[O-])o3)[nH]c2c1	-91	11	5	nt	105*	8	-2	-2	-0.7	-8
CC(=O)C1C(=O)c2c(cccc2[N+](=O)[O-])C1=Nc1cccc(Cl)c1 (stereo not drawn)	20	-6	-9	1	-2	31	4	-4	1.3	-31
O=C(CN1CCN(c2ccccc2)CC1)Nc1ccc(Oc2ccccc2)cc1	3	-6	-7	nt	5	11	-2	-5	0.2	-11
Cc1ccc(N2CC(C(=O)Nc3cc(C)ccc3F)CC2=O)cc1 (stereo not drawn)	nt	-16	nt	nt	5	-5	3	1	-0.2	5
Cc1ccc(S(=O)(=O)N2CCN(C(=O)CSc3n[nH]c(N)n3)CC2)c(C)c1	4	-14	-9	2	-1	-12	-2	-2	0.1	12
Cc1cccc(NC(=O)CSc2nc(N)c(NC(=O)c3cccs3)c(=O)[nH]2)c1	nt	15	14	0	11	-24	-2	-1	0.5	24
Cc1ccc([N+](=O)[O-])cc1NC(=O)c1cccs1	-12	-7	-8	-2	1	7	7	-4	-2.5	-7
CCCOC(=O)CSc1nc(N)c(C#N)c(CC)c1C#N	nt	-17	nt	0	6	10	10	-1	-2.4	-10
COc1ccccc1CCC(=O)Nc1ccc2c(c1)CN(Cc1ccc(C)o1)CC2	0	-12	-2	-3	6	81*	2	-12	-1.2	-81
COc1ccc(CNC(=O)C(=O)NCCC2CCCCN2S(=O)(=O)c2ccc(C)cc2)cc1 (stereo not drawn)	-13	-7	3	1	-2	4	6	-12	0.4	-4
COc1ccc(CC(=O)Nc2nc(C)cs2)cc1	3	-17	-2	2	-5	0	0	2	-2.1	0
CC(C)(C)NC(=O)Cn1cnc2cc([N+](=O)[O-])ccc2c1=O	5	-15	4	-1	2	nt	1	5	-1.0	nt
C[C@H]1[C@@H](c2ccccc2)Oc2ccc(Cl)cc2S(=O)(=O)N1Cc1ccc(F)cc1F	7	-8	4	-3	3	10	4	-9	-0.2	-10
Cc1ccc(NC(=S)NC(CO)C(O)c2ccc([N+](=O)[O-])cc2)cc1 (stereo not drawn)	11	-6	0	0	-3	-10	7	-5	-1.5	10
COc1ccc(/C=N\NC(=O)c2cccc(F)c2)cc1COc1ccccc1	nt	-14	10	1	0	51	4	-17	1.2	-51
CCCCN1C=C(C(C)=O)C(=O)CC1	3	-11	6	0	-3	-20	-4	3	2.1	20
O=C(/C=C/c1ccccc1)Nc1cc(C(=O)O)cc(C(=O)O)c1	-13	-15	-3	-3	-6	-18	2	-2	0.0	18
O=C1NC(=Nc2ccccc2Cl)S/C1=C\c1ccc(C(=O)O)cc1	nt	4	-2	4	2	-15	-2	1	-0.6	15
CCOC(=O)c1cnc(SCc2cccc(C)c2)nc1N	61	-6	-3	40*	3	12	-3	-1	nt	-12
COc1cc(OC)cc(C(=O)N(Cc2nc(-c3cccc(C)c3)no2)C(C)C)c1	nt	-11	7	-3	-3	8	-1	-5	-1.0	-8
O=C(O)CC(NCc1ccco1)C(=O)OCC1CCCO1 (stereo not drawn)	3	-16	-6	nt	-4	-11	-6	-4	-0.9	11
O=C(c1ccccc1Cc1ccccc1)N1CCN(S(=O)(=O)c2ccc(F)cc2)CC1	-5	8	0	2	-4	-13	-11	-3	0.5	13
CCOc1c(S(=O)(=O)N2CCCC2)ccc(Cl)c1Cl	-1	-13	-13	-4	-3	27	-5	-4	-1.4	-27
CC(C)(C)c1ccc(C(=O)NC(=S)Nc2sc3c(c2C#N)CCC3)cc1	9	-5	-3	-1	-2	34	7	6	0.2	-34
O=C1CCc2cc(S(=O)(=O)NCCc3ccc(Cl)cc3)cc3c2N1CC3	-5	-7	7	-1	3	4	1	-6	1.7	-4
CC1CCc2c(cnc3ncnn23)C1 (stereo not drawn)	3	-11	-3	-3	-2	27	-4	-10	0.0	-27
COc1cc(/C=N/NC(=O)CCc2c(C)n[nH]c2C)ccc1O	nt	13	-7	3	2	-20	3	-7	-0.4	20
CN(Cc1ccon1)C(=O)CC1C(=O)NCCN1Cc1ccc(Cl)c(F)c1 (stereo not drawn)	-11	-17	-1	3	-1	-31	5	-14	-0.7	31
O=C(CSc1ccc(F)cc1)Nc1ccc2c(c1)C(=O)NC2=O	5	6	9	-1	3	-10	-1	3	-1.7	10
COc1ccc(N(CCCN2C(=O)c3cccc4cccc(c34)C2=O)C(=O)c2cccc(OC)c2)cc1	-14	-4	5	2	1	-11	5	-3	-3.1	11
Cc1ccc(-c2cc(C(=O)N3CCCCCC3)no2)cc1	73	-10	-14	?	-3	-2	-3	2	1.1	2
CCC(C)CN1CCC(CO)(Cc2ccccc2Cl)CC1 (stereo not drawn)	-11	-7	-11	-1	3	11	-1	-4	0.3	-11
CC1CCCCC1NC(=O)CCNS(=O)(=O)c1ccc2c(c1)CCC(=O)N2 (stereo not drawn)	-8	-13	-7	-1	3	-20	-1	0	0.7	20
COc1ccc(/C=C2\SC(=S)N(CCCC(=O)Nc3ccc(O)cc3)C2=O)cc1	-7	-1	3	21	5	nt	-1	-5	-0.1	nt
CNCc1ccccc1OCC(=O)Nc1ccccc1OC	-14	2	2	nt	2	-4	-4	1	0.3	4
